Assay outcomes as filed in PubChem.
PfG6PD inh: PfG6PD enzyme inhibitors, primary screen, biochemical, fluorescence intensity, uHTS; inhibition, % at 20 µM; AID 504690, 2011; glucose-6-phosphate dehydrogenase-6-phosphogluconolactonase (Plasmodium falciparum 3D7); actives 0.78% (n = 350,000); PfGluPho enzyme, NADPH resazurin-diaphorase fluorescence;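 active = inhibition reaching at least a set limit at 20 µM in the primary screen, cut at about 59% in these data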;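 note: 0% = DMSO wells with substrate and 100% = DMSO wells lacking glucose-6-phosphate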
Active calls of the source: *. This is a subset (hit frequency here may not be typical).

SMILES	PfG6PD inh
C[C@H]1Cn2cnc(C(=O)Nc3cccc(Cl)c3)c2C(=O)N1	-13
Cc1ccc(OCCC(=O)OCC(=O)NC2CCCCC2)cc1	-3
N#CCN(C(=O)CSc1nnc(C2CC2)n1C1CC1)c1ccccc1	-5
CC1C(=O)N(Cc2cn(CCC3OCCO3)nn2)CCS(=O)(=O)N1Cc1ccc(-c2ccc(Cl)c(Cl)c2)cc1 (stereo not given)	19
Cc1ccc(CNS(=O)(=O)c2ccc(Cl)s2)cc1	-1
CCN(CC)CCn1c(=S)[nH]c2cc(C(=O)NCCc3ccc(OC)c(OC)c3)ccc2c1=O	-10
CN(Cc1c(F)cccc1Cl)C(=O)COC(=O)Cn1cnc2ccccc2c1=O	-15
CC(=O)c1cccc(NC(=O)c2cc(S(=O)(=O)N3CCCCC3)ccc2N2CCOCC2)c1	-4
Cc1ccc2c(c1)CCO[C@@]21O[C@H](CCO)C[C@H](O)[C@H]1O	13
C[C@H](CO)N1C[C@H](C)[C@@H](CN(C)Cc2ccc(F)cc2)Oc2ncc(Br)cc2C1=O	10
COc1ccc(CCn2c(C)cc(C(=O)COC(=O)c3ccc(O)cc3O)c2C)cc1	8
CCN(CC(=O)Nc1cccc(F)c1)CC(=O)Nc1ccc2c(c1)OCCO2	-10
O=C(COC(=O)CSc1ccc(F)cc1)NC1CC1	-28
CCN(CC)Cc1nc2nc(Cl)c(Cl)nc2[nH]1	10
CC(C)(C)OC(=O)NCCc1onc(-c2ccc([N+](=O)[O-])cc2)c1C(=O)O	-2
O=C(NCCc1ccc(Cl)cc1)c1cccc(S(=O)(=O)N2CCCC2)c1	-10
Cc1cccc(NC(=O)c2ncn3c2C(=O)N(C)CC3)c1	5
CCN1CCN(c2ccc(S(=O)(=O)N3CCOCC3)cc2NC(=O)c2cc(F)c(F)c(F)c2F)CC1	14
Cc1sc(N=Nc2ccc(N(C)C)cc2)[n+]([O-])c1C	-2
CN(C)C(=S)Oc1ccccc1C1(C)OCCO1	2
CCCCCCN1C[C@@H](n2cc(C3CC3)nn2)[C@H](O)C[C@@H]1c1ccc(OC)cc1	4
Cc1ccc(S(=O)(=O)CCOC(=O)CNC(=O)OCc2ccccc2)cc1	3
ClCCn1c(CCl)nc2ccc(Cl)cc21	-3
O=C(O)C1C2CCC1C(O)C2 (stereo not given)	-11
COc1ccc(-c2ccc3[nH]c4c(c3c2)CCN2C[C@@H]([C@H](C)OC(=O)Nc3cc(Cl)cc(Cl)c3)[C@@H](N(C)C(=O)Nc3cc(Cl)cc(Cl)c3)C[C@@H]42)cc1	-22
CC(C)CC#Cc1ccc2c(c1)O[C@H](CN(C)C(=O)Cc1ccncc1)[C@H](C)CN([C@H](C)CO)S2(=O)=O	10
CN(Cc1ccc(Cl)cc1Cl)C(=O)C1CC(=O)N(Cc2ccco2)C1 (stereo not given)	6
Cc1cc(C)c2c(=O)n3c(nc2c1)C(Cc1ccccc1)NC(=O)c1cccnc1-3 (stereo not given)	59*
Cc1ccccc1NC(=O)c1cc(S(=O)(=O)N2CCCCC2)ccc1N1CCOCC1	1
O=C(Nc1ccc(C(=O)O)cc1)/C(=C\c1ccc([N+](=O)[O-])cc1)NC(=O)c1ccco1	8
CCOC(=O)c1ccc(NC(=S)P(=O)(c2ccccc2)c2ccccc2)cc1	-25
Cc1ccc(S(=O)(=O)N2C[C@H]3n4c(=O)ccc(=O)n4C[C@H](OC(=O)NCc4ccco4)[C@@]3(O)C2)cc1	18
Cc1ccc(NC(=O)C(C)N2CCCc3ccccc32)cc1S(=O)(=O)N1CCOCC1 (stereo not given)	9
COc1ccc(CN(C)CCCn2ccc(N)nc2=O)cc1OC	-6
CC1=CC2=C(C=O)C(=O)C(C)(O)C(O)C2=CO1 (stereo not given)	1
O=C(OCc1ccccc1)N1CCC2CC1c1ccc(N3CCNCC3)cc12 (stereo not given)	8
CC(C)NC(=O)N(C)C[C@H]1OCc2cnnn2CCCC(=O)N([C@@H](C)CO)C[C@H]1C	5
CCOc1ccccc1NC(=O)COC(=O)C1COc2ccccc2O1 (stereo not given)	12
c1ccc(COc2ncnc3c2ncn3CCCNCC(c2ccccc2)c2ccccc2)cc1	17
Cc1noc(C)c1NC(=O)N(C)C[C@H]1OCCCC[C@@H](C)Oc2ccc(NC(=O)Nc3ccc(F)cc3)cc2C(=O)N([C@@H](C)CO)C[C@H]1C	7
CN(CCC#N)c1ccc(C=C(C#N)c2ccc(Br)cc2)cc1	22
Nn1c(SCC(=O)N2CCCC2)nnc1C1CCCCC1	8
C[C@H]1CN([C@@H](C)CO)S(=O)(=O)c2ccc(Br)cc2O[C@H]1CN(C)C(=O)Cc1ccccc1	-10
CC1=C(C(=O)N(C(C)C)C(C)C)CC(CC(=O)NCCCCc2ccccc2)C(=O)N1Cc1ccccc1 (stereo not given)	6
Cc1cccc(-n2cnc3cc(C(=O)NCCN4CCOCC4)ccc32)c1	-5
COCCN(C(=O)CSc1nnc(-c2cccc(Cl)c2)n1N)c1c(N)n(CC(C)C)c(=O)[nH]c1=O	4
Cc1cc(NC(=O)Nc2cccc(Cl)c2)no1	-2
O=[N+]([O-])c1cccc(CON=Cc2cc(Cl)ccc2O)c1	15
Cc1cc(C)c(Nc2n[nH]c(=S)s2)cc1C	67*
COC(=O)[C@H]1C[C@H](OC(=O)NCc2ccccc2F)[C@@]2(O)CN(S(=O)(=O)c3ccc(C)cc3)CC2[C@H]1C(=O)OC (stereo not given in full)	-7
C[C@@H]1CCCCO[C@H](CN(C)C(=O)Nc2cccc3ccccc23)[C@@H](C)CN([C@H](C)CO)C(=O)c2cc(N(C)C)ccc2O1	63*
COc1ccc([N+](=O)[O-])cc1NCc1c(F)cccc1F	-13
O=C1C=CC(O)C2(CO)OC12 (stereo not given)	27
C[C@H]1CN([C@@H](C)CO)C(=O)CCCn2nncc2CO[C@@H]1CN(C)Cc1ccc(C(=O)O)cc1	5
Cn1nnnc1NN=Cc1ccccc1	-7
C[C@@H]1CN([C@H](C)CO)S(=O)(=O)c2ccc(C#Cc3ccccc3F)cc2O[C@@H]1CN(C)C(=O)Cc1ccccc1	6
C[C@H](CO)N1C[C@H](C)[C@H](CN(C)C(=O)Cc2cccnc2)Oc2ncc(Br)cc2C1=O	5
COc1ccccc1N1CCN(S(=O)(=O)CCNC(=O)COc2ccccc2)CC1	-10
Cc1cc(NS(=O)(=O)c2ccc(NC(=O)c3ccc([N+](=O)[O-])cc3)cc2)nc(C)n1	8
Cc1ccc(S(=O)(=O)N2CCC(C(=O)OCC(=O)N3C(C)CCCC3C)CC2)cc1C (stereo not given)	0

Next part
SMILES	PfG6PD inh
COc1ccc(/C=C2/SC(=S)N(CCC(=O)Nc3cccnc3)C2=O)cc1OC	9
O=C(O)c1ccc(COc2ccc([N+](=O)[O-])cc2Cl)cc1	-20
CS(=O)(=O)N(CC(=O)N1CCOCC1)c1cccc(Cl)c1	12
C#CCN(C[C@H]1[C@H](OC(=O)NCc2ccccc2F)[C@H](OC(=O)NCc2ccccc2F)C[C@H]2C(=O)N(c3ccccc3)C(=O)[C@@H]12)S(=O)(=O)c1ccc(C)cc1	-10
CC1=CC(=O)Nc2ncccc2O1	19
Cc1ccc(OCC(=O)NNC(=O)c2cc(S(=O)(=O)N(C)C)ccc2N2CCCC2)cc1	-35
COc1ccc(S(=O)(=O)N(C)C[C@@H]2OCc3cnnn3CCCC(=O)N([C@@H](C)CO)C[C@H]2C)cc1	7
CNC[C@@H]1OCc2ccccc2-c2c(n(C)c3ccccc23)C(=O)N([C@H](C)CO)C[C@H]1C	20
COc1ccc(S(=O)(=O)Nc2ccc3c(c2)C(=O)N([C@H](C)CO)C[C@H](C)[C@@H](CN(C)C(=O)Nc2ccc(C(F)(F)F)cc2)OCCCC[C@H](C)O3)cc1	39
Nc1c(OS(=O)(=O)c2ccccc2)cccc1OS(=O)(=O)c1ccccc1	-8
COc1ccc(C(=O)NNC(=O)Cn2nc(C)cc2C)cc1S(=O)(=O)N1CCOCC1	-7
Cc1cccc(-c2nnc(C(C)Nc3cccc(C(=O)NC4CC4)c3)o2)c1 (stereo not given)	14
COc1cccc(NC(=O)Nc2ccc(F)cc2)c1	31
Cc1ccc(CC(=O)Nc2cccc(C(=O)Nc3c(C)n(C)n(-c4ccccc4)c3=O)c2)cc1C	-11
C[C@@H]1CN([C@@H](C)CO)C(=O)CCCn2nncc2CO[C@@H]1CN(C)S(=O)(=O)c1ccccc1C#N	-5
O=C(c1ccc2c(c1)OCO2)c1ccc[nH]1	13
C[C@H]1CNC(=O)c2c(C(=O)N[C@@H](Cc3c[nH]c4ccccc34)C(=O)OC(C)(C)C)ncn21	12
CCN1CCCC1CNC(=O)c1ccc2c(c1)NC(=O)/C(=C\c1ccccc1Cl)S2 (stereo not given)	118*
COc1ccc([C@H]2C[C@H](O)[C@@H](n3cc(COC(=O)c4ccccc4)nn3)CN2CC2CCCCC2)cc1	36
COc1ccc(CN2C(=O)C(CC(=O)NC3CC3)CC(C(=O)N(C)C)=C2C)cc1 (stereo not given)	-8
Cc1[nH]c2ccccc2c1C(=O)C(=O)NCc1nnnn1-c1ccc(F)cc1	4
Cc1ccc(S(=O)(=O)N(CCCc2c(C)nc(N)[nH]c2=O)Cc2ccc([N+](=O)[O-])cc2)cc1	62*
CCOC(=O)c1ccc(NC(=O)c2ncn3c2C(=O)N[C@H](C)C3)cc1	-7
NC(=O)C(NN=C(c1ccccc1)c1ccccc1)c1ccccc1 (stereo not given)	2
Cc1ccc(Nc2n[nH]c(=S)s2)c(C)c1	71*
Cn1ncc2c1NC(c1ccc(F)cc1)SCC2=O (stereo not given)	22
C[C@H]1CCCCO[C@H](CN(C)Cc2ccc(C(=O)O)cc2)[C@@H](C)CN([C@@H](C)CO)C(=O)c2cc(NS(=O)(=O)c3cn(C)cn3)ccc2O1	30
Cc1noc(C)c1NC(=O)N(C)C[C@H]1OCc2cnnn2CCCC(=O)N([C@H](C)CO)C[C@@H]1C	-23
Cn1c(CCN2CCN(c3ccccn3)CC2)nc2cc(NS(=O)(=O)c3ccc(F)cc3)ccc21	27
Cc1ccc(Nc2cc(=O)n(C)c(=O)[nH]2)cc1C	-3
O=C(COc1ccccc1)NC(=S)Nc1cccc2c(O)cccc12	14
COc1ccc(-c2ccccc2C2=CC(=O)CC(C)(C)C2=O)cc1	29
CN[C@@H](CO)C(=O)NC[C@H]1O[C@@H](n2cc(C)c(=O)[nH]c2=O)C[C@@H]1O	-18
CC1C(c2ccccc2)OCCN1C(=S)NC(=O)c1ccccc1 (stereo not given)	38
COC(=O)[C@H]1C[C@@]2(O)CN(S(=O)(=O)c3ccc(C)cc3)C[C@@]2(OC(=O)NC2CC2)C[C@H]1C(=O)OC	-25
C[C@H](O)C#Cc1cnc2c(c1)C(=O)N([C@H](C)CO)C[C@@H](C)[C@H](CN(C)C(=O)Nc1ccc(C(F)(F)F)cc1)O2	6
Cc1ccc(-c2ccc(CN3C(C)C(=O)N(Cc4cn(CCC5OCCCO5)nn4)CCS3(=O)=O)cc2)cc1 (stereo not given)	0
Cc1cc(S(=O)(=O)Nc2ccc(C(=O)NCCN3CCOCC3)cc2)ccc1F	-30
Cc1cc(C)n(-c2ccc(C(=O)N3CCN(S(=O)(=O)c4ccc(OC(F)(F)F)cc4)CC3)cc2)n1	21
O=C(c1ccc(F)cc1)N1CCN(S(=O)(=O)c2ccc3c(c2)OCCO3)CC1	-5

In another format: results already given
CCOC(=O)c1ccc(NC(=O)c2ncn3c2C(=O)N[C@H](C)C3)cc1
  PfG6PD inh: -7

NC(=O)C(NN=C(c1ccccc1)c1ccccc1)c1ccccc1 (stereo not given)
  PfG6PD inh: 2

Cc1ccc(Nc2n[nH]c(=S)s2)c(C)c1
  PfG6PD inh: 71*

Other results
SMILES	PfG6PD inh
O=C(COC(=O)/C=C/c1ccc(Cl)cc1)NCc1cccs1	1
O=C(OCc1ccccc1)N1CCCC2CC1c1ccccc12 (stereo not given)	-3
CCc1ccc(N(CC(=O)N2CCCC2)S(C)(=O)=O)cc1	-8
CN(Cc1ccccc1)C(CNS(=O)(=O)c1ccccc1)c1ccccc1 (stereo not given)	18
Cc1cc2[nH]c(=O)c(=O)[nH]c2cc1S(=O)(=O)NCC(C)c1ccccc1 (stereo not given)	-4
O=[N+]([O-])c1ccc(N2CCCC2)c([N+](=O)[O-])c1	9
CCN(CC)C(=O)C1=C(C)N(CCC2=CCCCC2)C(=O)C(CC(=O)NCC2CCCCC2)C1 (stereo not given)	-6
O=C(Nc1ccncc1)c1cc(-c2ccccc2)nc2ccccc12	12
COc1ccc(C(=O)N/N=C/c2ccccn2)cc1	-11
COc1cc2c(cc1OC)C(=NO)CCCC2	-7
NC(c1ccncc1)c1ccc(Cl)cc1 (stereo not given)	8
C/C=C/c1ccc2c(c1)O[C@@H](CN(C)C(=O)c1ccc(F)cc1)[C@@H](C)CN([C@H](C)CO)S2(=O)=O	22
C[C@H]1CN([C@@H](C)CO)C(=O)CCCn2nncc2CO[C@@H]1CN(C)S(=O)(=O)c1cccc(F)c1	18

Reformatted bar-delimited: entries from further up
mol | PfG6PD inh
O=[N+]([O-])c1ccc(N2CCCC2)c([N+](=O)[O-])c1 | 9
CCN(CC)C(=O)C1=C(C)N(CCC2=CCCCC2)C(=O)C(CC(=O)NCC2CCCCC2)C1 (stereo not given) | -6
O=C(Nc1ccncc1)c1cc(-c2ccccc2)nc2ccccc12 | 12
COc1ccc(C(=O)N/N=C/c2ccccn2)cc1 | -11
COc1cc2c(cc1OC)C(=NO)CCCC2 | -7
